NPYLR7 agonist: mosquito NPYLR7 agonism. actives 0.15% (n = 270,000). activation, % at 10 µM. AID 1259423. HEK293T NPYLR7/Galpha15, GCaMP6s calcium fluorescence; in the data active = activation above about 40%;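 note: 0% = vehicle and 100% = reference agonist at the receptor; some compounds past the cut are filed as inactive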
hcGAS lum: human cGAS inhibition; Q8N884; recombinant h-cGAS, ATP depletion, Kinase-Glo luminescence; inhibition, % at 12.5 µM; actives 0.081% (n = 290,000);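 note: 0% = vehicle reaction and 100% = reaction without DNA for no activity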
Target sequence (Q8N884 whole entry, looked up): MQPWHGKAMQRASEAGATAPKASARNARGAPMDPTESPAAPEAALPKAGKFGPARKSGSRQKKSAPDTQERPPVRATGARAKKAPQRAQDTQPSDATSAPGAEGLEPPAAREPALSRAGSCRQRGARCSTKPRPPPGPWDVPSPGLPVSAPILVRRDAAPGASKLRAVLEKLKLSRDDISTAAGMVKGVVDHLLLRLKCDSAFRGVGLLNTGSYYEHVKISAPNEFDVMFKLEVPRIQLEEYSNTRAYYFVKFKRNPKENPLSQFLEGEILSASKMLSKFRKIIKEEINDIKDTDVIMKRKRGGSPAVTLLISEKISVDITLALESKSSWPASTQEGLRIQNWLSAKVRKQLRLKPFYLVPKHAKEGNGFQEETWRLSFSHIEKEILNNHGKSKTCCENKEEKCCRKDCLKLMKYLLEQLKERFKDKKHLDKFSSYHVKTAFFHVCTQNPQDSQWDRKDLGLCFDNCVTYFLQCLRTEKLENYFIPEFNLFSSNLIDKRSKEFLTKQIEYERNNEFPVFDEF
mcGAS inh: inhibitors of mouse cGAS; recombinant cGAS, Kinase-Glo ATP depletion luminescence; Q8C6L5; actives 0.15% (n = 160,000); inhibition, % at 12.5 µM;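 note: 0% = negative control wells and 100% = reference inhibitor with no enzyme activity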
* hit, by the source's call; . = not tested or not shown. Cut-off read from the data, not from the text of the source, unless noted: active = inhibition above about 40%; inactive = the rest.

SMILES	NPYLR7 agonist	hcGAS lum	mcGAS inh
COc1cccc(C(=O)N2CCN(c3nc(Cc4ccccc4)nc4sc5c(c34)CCCCC5)CC2)c1	-0.3	-10.2	-4.6
CC(NC(=O)NCC(=O)NC1CC1)c1csc2ccccc12 (stereo unspecified)	8.3	-9.5	.
CN(CCN1CCCCC1=O)c1nc(-c2ccccc2)nc2c1CCNC2	19.8	-9.8	.
CCN(CC)S(=O)(=O)c1c(C)nn(S(=O)(=O)c2ccc(C(C)(C)C)cc2)c1C	4.7	-7.4	.
Cc1ncc(-c2cccc(C(=O)O)c2)[nH]1	.	-7.1	-12.0
CCn1cc(S(=O)(=O)NCc2ccc3[nH]c4c(c3c2)CCCC4)cn1	1.7	-4.6	.
COc1ccc(CN(C)c2cn[nH]c(=O)c2Cl)cc1F	-12.2	-9.9	.
CCOC(=O)N1CCN(C(=O)CSc2nc(=O)n3ccc(C)cc3n2)CC1	1.9	-3.5	-7.1
COc1ccc(N2C(=O)C(=Cc3ccco3)SC2=S)cc1	16.6	-7.0	-6.2
Cn1c(NNC(=O)c2ccccc2[N+](=O)[O-])cc(=O)n(C)c1=O	5.3	-2.5	-4.7
CC(C)CCN1C(=O)CCc2cc(NC(=O)C3CCCCC3)ccc21	27.8	-3.5	.
CCc1nc2n(n1)C(=O)C(C(c1ccc(OC)c(OC)c1)N1CCCCC1)S2 (stereo unspecified)	-0.5	-9.3	-8.9
O=C(c1csc(COc2ccccc2F)n1)N1CCOCC1	14.3	-4.4	-4.2
Cn1cc(C(=O)OCC2CCN(CCNS(C)(=O)=O)CC2)c2ccccc21	9.0	-2.4	-1.8
O=C(O)C(Cc1ccccc1)N1C(=O)/C(=C/c2ccc(Cl)cc2)SC1=S (stereo unspecified)	-10.2	2.0	14.4
OCc1ccccc1CN1CCCC1	-9.6	-6.9	.
N#CCCn1c(=S)[nH]c2ccccc21	4.4	-1.2	.
COc1cc(C=CC(=O)c2ccc3c(c2)OCCCO3)cc(Cl)c1OC	9.5	1.4	.
CC(C)(C)C(=O)C(Oc1ccc(Cl)cc1)n1ccnc1 (stereo unspecified)	2.9	-1.3	.
CCCCC(CC)C(=O)N1CCN(c2nccc(-c3ccc4c(c3)OCO4)n2)CC1 (stereo unspecified)	-6.0	-7.1	-7.2
CC1c2cccn2CCN1Cc1cn(-c2ccccc2)nc1-c1ccc2c(c1)OCO2 (stereo unspecified)	10.0	-3.3	-12.9
CCN(CC(=O)NC(C)C)S(=O)(=O)c1ccc(OC2CCCC2)c(C)c1	3.6	-12.7	.
CC1NCCN(c2ccc3c(c2)OCO3)C1=O (stereo unspecified)	-1.6	3.3	.
c1ccc(-c2ccc(CC3CCN(Cc4cccs4)CC3)cc2)cc1	-0.1	-6.9	-7.8
CCOC(=O)C1CCN(C(=O)CCN(CCOC)c2nc(Cc3cccc(OC)c3)ns2)CC1	.	4.6	1.6
O=C(c1ccco1)N1CCC2(CCCN(Cc3cccc(F)c3F)C2)C1 (stereo unspecified)	5.8	-5.5	.
Cc1cccc(CN2CCCC2C(=O)NCC(F)(F)F)c1 (stereo unspecified)	0.6	-10.8	-6.9
C=CCNC(=O)c1ccccc1N1CCC(NC(=O)COC)CC1	-0.7	-7.4	54.5*
O=C(NC(c1ccccc1)c1cccs1)C1CCCO1 (stereo unspecified)	-24.3	-5.8	.
O=S(=O)(Oc1ccc(CN(Cc2ccco2)S(=O)(=O)c2cccc3ccccc23)cc1)c1cccc(C(F)(F)F)c1	17.1	-2.6	-5.9
CC[C@@H]1Cn2c(c3nc(-c4ccccc4)nc-3n(C)c2=O)N1	-9.9	-5.4	.
Cc1cn(C(=O)CN2C(=O)c3ccccc3C2=O)c(C)n1	0.3	-7.4	.
Cc1ccc(CN(C)CC(=O)Nc2sccc2C#N)cc1	19.6	-10.6	.
CCNc1ncnc2c1oc1ccccc12	3.6	-1.8	.
COc1ccccc1N1CCN(C(=O)c2cc(-c3ccccc3F)nn2-c2ccc([N+](=O)[O-])cc2)CC1	-1.3	0.1	-5.2
C#CCN(C)C(=O)c1cc2c(s1)-c1cc(OC)ccc1CC2	-5.1	-6.7	-8.2

Sorted by count of non-hydrogen atoms (rising): some entries from above
SMILES	NPYLR7 agonist	hcGAS lum	mcGAS inh
O=C(NC(c1ccccc1)c1cccs1)C1CCCO1 (stereo unspecified)	-24.3	-5.8	.
Cc1ccc(CN(C)CC(=O)Nc2sccc2C#N)cc1	19.6	-10.6	.
C=CCNC(=O)c1ccccc1N1CCC(NC(=O)COC)CC1	-0.7	-7.4	54.5*
CCOC(=O)C1CCN(C(=O)CCN(CCOC)c2nc(Cc3cccc(OC)c3)ns2)CC1	.	4.6	1.6
COc1ccccc1N1CCN(C(=O)c2cc(-c3ccccc3F)nn2-c2ccc([N+](=O)[O-])cc2)CC1	-1.3	0.1	-5.2

6 records picked at random from the list so far, as already listed:
SMILES	NPYLR7 agonist	hcGAS lum	mcGAS inh
O=S(=O)(Oc1ccc(CN(Cc2ccco2)S(=O)(=O)c2cccc3ccccc23)cc1)c1cccc(C(F)(F)F)c1	17.1	-2.6	-5.9
CC[C@@H]1Cn2c(c3nc(-c4ccccc4)nc-3n(C)c2=O)N1	-9.9	-5.4	.
C#CCN(C)C(=O)c1cc2c(s1)-c1cc(OC)ccc1CC2	-5.1	-6.7	-8.2
C=CCNC(=O)c1ccccc1N1CCC(NC(=O)COC)CC1	-0.7	-7.4	54.5*
CCOC(=O)C1CCN(C(=O)CCN(CCOC)c2nc(Cc3cccc(OC)c3)ns2)CC1	.	4.6	1.6
O=C(NC(c1ccccc1)c1cccs1)C1CCCO1 (stereo unspecified)	-24.3	-5.8	.

(listing goes on)
SMILES	NPYLR7 agonist	hcGAS lum	mcGAS inh
CNC(=O)[C@H]1CN(S(=O)(=O)c2cccs2)[C@]2(C)C(=O)N(CCOC)c3ccccc3[C@H]12	15.7	-0.8	-4.9
O=C(CCC(=O)N1CCN(c2ccccn2)CC1)c1ccc2ccccc2c1	0.9	-3.4	-7.4
COc1cccc(Cc2nsc(N3CCCN(C(=O)Nc4c(Cl)cccc4Cl)CC3)n2)c1	16.1	-10.3	-4.2
O=C1CC(C(=O)N2CCCn3nccc32)CN1c1ccc2c(c1)OCO2 (stereo unspecified)	1.6	0.6	.
O=C(c1ccccc1Cl)N1CCN(c2cc(Oc3ccc(Cl)cc3)ncn2)CC1	10.4	-5.6	-5.0
Cc1cc2cc(C(=O)NCCSc3nnc(C)s3)ccc2o1	6.6	-7.9	.
COc1ccccc1OCCNC(=O)Cn1c(-c2cccs2)n[nH]c1=S	9.3	-0.5	.
CC(C)OCCCNC(=O)c1c(O)nc2ccccn2c1=O	-2.3	2.3	1.9
Cc1cccc(CO[C@]2(C(=O)NCCN3CCOCC3)CC(OCc3ccc(C(F)(F)F)cc3)[C@@H]3OC(C)(C)O[C@@H]3C2)c1 (stereo partly specified)	25.6	-5.2	-6.0
CC(C)N(Cc1cnn(C)c1)S(=O)(=O)c1cccc(C(F)(F)F)c1	-0.2	-0.6	.
CCn1ccc(C(=O)N=c2sc3cc(S(C)(=O)=O)ccc3n2CCSC)n1	-4.0	1.1	.
COc1cc(-c2cc(C(F)(F)F)n3ncc(C(=O)N4CCOCC4)c3n2)cc(OC)c1OC	-2.1	-3.0	-5.4
CC1(C(=O)NS(=O)(=O)c2ccccc2C(F)(F)F)CCN1C(=O)C1CCCCC1 (stereo unspecified)	4.0	-8.7	.
COc1cccc(/C=C2/N=C(c3ccc(NC(C)=O)cc3)OC2=O)c1	-10.5	-2.6	-7.1
COC[C@H](C)Nc1nc(CCN)nc2sc(C)c(C)c12	0.6	-1.0	.
Cc1cc(C)c2c(CC(=O)N3CCOC(C(F)(F)F)C3)coc2c1C (stereo unspecified)	9.5	-4.2	.
Cc1cccc2oc(-c3ccc(NC(=O)c4ccc(F)cc4)cc3Cl)nc12	4.0	0.8	1.5
CC1CN(C(=O)c2ccc(S(=O)(=O)N3CCCCC3)cc2)CCO1 (stereo unspecified)	-7.8	-7.7	.
Cc1cc(C)c(C#N)c(Oc2ccc(-c3nnco3)cc2)n1	20.4	0.3	17.2
COC(=O)c1cccnc1NCCc1ccccc1F	1.0	4.5	.
CCOC(=O)c1cnc(-c2cccc(C(F)(F)F)c2)nc1NCCc1ccccn1	5.2	0.4	-3.7
CSc1nc(N2CCOCC2)c2cnn(CCNC(=O)CCC3CCCC3)c2n1	.	-4.8	-5.6
O=C1C=CC(=NOC(=O)c2ccccc2)C2=C1C1C=CC2C1 (stereo unspecified)	1.6	-8.1	-5.8
O=C(CCl)Nc1ncc(Cc2ccc(Br)cc2)s1	18.0	-12.2	.
COc1ccccc1-c1ncc(C2NCCc3[nH]cnc32)cn1 (stereo unspecified)	17.5	-10.1	.
Cn1c(SCC(=O)Nc2cc(=O)n(C)c(=O)n2C)nnc1C12CC3CC(CC(C3)C1)C2	0.4	-2.8	.
CCN(Cc1ccccc1)C(=O)CCN1CCCN(C)CC1	3.9	0.5	.
O=S(=O)(Cc1ccc(F)cc1)NCc1ccccc1OC(F)F	1.2	-1.7	.
C=C1C(=O)O[C@@H]2/C=C(\C)CC/C=C(\C)CC[C@@H]12	-10.5	-0.3	.
O=C(Nc1cccc(Cl)c1)N1CCCC(OCc2ccc(C(F)(F)F)cc2)C1 (stereo unspecified)	-2.2	-7.2	.
CCOCCCNC(=O)c1cc(NC(=O)Nc2ccccc2OCC)ccc1N1CCN(c2ccccc2OC)CC1	16.3	-3.9	-5.6
CCOC(=O)c1c(N)c(C(=O)c2ccc(C(C)(C)C)cc2)n2ccccc12	-4.0	-6.6	-9.1
CCc1ccccc1Nc1nnc(Cc2ccccc2)c(=O)[nH]1	-1.4	-7.1	.
CC1CCCCN1CC(=O)N1CCN(S(=O)(=O)c2ccc(F)c(Cl)c2)CC1 (stereo unspecified)	0.8	-9.2	-10.5
COc1ccc(C)cc1Nc1nc2c(S(=O)(=O)c3ccccc3)nnn2c2ccsc12	10.6	-10.8	-7.8
Cc1cc(Sc2ncnc(N)c2[N+](=O)[O-])nc(C)n1	1.5	3.0	.
CCCn1cc(C2CCN(S(=O)(=O)c3ccccc3Cl)CC2)c2ccccc21	2.6	-4.7	-7.0
CCC(c1cccnc1)N(C)C(=O)c1cnn(Cc2ccccc2)c1 (stereo unspecified)	0.4	-6.4	-10.2
CC1(C)O[C@@H]2C[C@@](OCc3ccccc3C#N)(C(=O)NC3CC3)CC(OCc3cccc(Cl)c3)[C@@H]2O1 (stereo partly specified)	.	0.8	-4.5
O=C(CN1C(=O)C2C3C=CC(C3)C2C1=O)NCc1ccco1 (stereo unspecified)	3.4	1.1	-4.1
OC(CN1CCCC1c1nc2ccccc2s1)c1ccccc1 (stereo unspecified)	1.0	-4.5	.
Cc1ccc(Nc2n[nH]nc2C(=O)Nc2ccc(C)cc2Cl)cc1	.	-2.8	-3.2
CC=CCn1c(N/N=C\c2ccc(Cl)cc2)nc2c1c(=O)[nH]c(=O)n2C	-19.5	4.8	0.6
CCOc1ccccc1CN(CC)Cc1cc(=O)n2c3c(cccc13)CCC2	-1.9	-5.9	-4.9
COC[C@]1(O)CCN(C2CCOCC2)CC1(C)C	.	-13.4	-5.9
CCCCCC(=O)NN=Cc1ccc([N+](=O)[O-])cc1	4.0	-3.2	.
CCNC(=O)c1cnn(-c2ccc(C)cc2)c1CC	21.4	-8.3	-5.4
Cc1c(NC(=O)C(C)(C)c2ccccc2)cccc1C(=O)N1CCOCC1	2.9	-1.4	.
Cc1ccc(-c2ccsc2C(=O)N2CCC(C(N)=O)CC2)cc1	0.6	-11.9	.
CN=c1scc(-c2ccccc2)n1N=Cc1cccc(Br)c1	4.8	1.9	.
O=C(CCC1CCCC1)N1CCC(N2CCC(C(=O)N3CCOCC3)CC2)CC1	2.1	-1.8	.
COc1cccc(C(=O)N2CCC(n3nccc3NC(=O)Nc3ccccc3OC)CC2)c1	-3.5	-4.6	-5.2
CCC1(c2ccccc2)NC(=O)N(CC(=O)N2CCCCCCC2)C1=O (stereo unspecified)	-14.5	-2.1	.
CCC(C(=O)Nc1nnc(SCc2cc(OC)cc(OC)c2)s1)c1ccccc1 (stereo unspecified)	4.7	-3.4	-6.5
CCOC(=O)CNC(=O)Nc1cccc(C2SCC(=O)N2c2cc(C)ccc2OC)c1 (stereo unspecified)	27.5	-11.7	-4.1
COc1ccccc1CN(Cc1cccc(C(F)(F)F)c1)Cc1nc(C(=O)NC2CC2)co1	18.2	-3.2	-4.9
O=C1c2ccccc2C(=O)C1(c1nc2ccccc2[nH]1)[N+](=O)[O-]	-1.5	-7.0	-2.5
Cn1nc(-c2ccccn2)c2c1NC(=O)CC2Cn1c(=O)oc2ccccc21 (stereo unspecified)	6.0	-7.2	.
COc1ccc(-n2[nH]c(C)c(C3=C(N(C)Cc4ccccc4)C(=O)N(c4cc(C)ccc4OC)C3=O)c2=O)cc1	31.7	-2.5	-1.1
O=c1oc2ccccc2n1CN1CCC(c2nc3ccccc3o2)CC1	3.3	-6.7	.
Other entries:
SMILES	NPYLR7 agonist	hcGAS lum	mcGAS inh
Cc1nn(C)cc1NC(=O)Nc1ccccc1OC(F)(F)F	6.9	-2.6	.
CC(NC(=O)c1cccn1Cc1ccccc1)C1CCCO1 (stereo unspecified)	-5.9	2.6	.
CC(C)NC(=O)Cn1cc(C(F)(F)F)ccc1=O	3.5	-7.4	-7.8
CCOCCCN1C(=O)C(=Cc2ccccc2)NC1=S	-2.7	-2.1	-2.7
CN1CC(C(=O)NN)CC1=O (stereo unspecified)	-17.0	-4.0	.
CCC1(C)Oc2ccccc2C2CC(c3ccccc3)=NN21 (stereo unspecified)	9.6	-3.6	.
CC1CCCC(NC(=O)CNC(=O)NCc2ccccc2)C1C (stereo unspecified)	-1.2	6.1	.

Screening results (PubChem)
